Screening results as filed in PubChem BioAssay.
PAX8 inh HTS – lowers PAX8-driven luciferase in RMG-I cells; actives 1.2% (n = 360,000); inhibition, % at 12.6 µM; RMG-I TPO-luciferase reporter, SteadyGlo, 24 h;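 active means mean replicate inhibition at least 60% with every replicate also reaching 60%; inconclusive means only one of the two criteria is met; inactive means mean below 60% and not all replicates reaching 60%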;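 further: luciferase light reporting Pax8 driven TPO promoter activity; plate controls were median of neutral control wells for no effect and mitoxantrone controls for full effect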
INS-1E GSIS act – GLuc luminescence reporter in INS-1E cells, primary screen for activators of glucose-dependent secretion of insulin. INS-1E GLuc reporter insulin secretion, 2-3 h. activation, % at 16.6 µM. actives 0.61% (n = 370,000);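 active means lowest replicate activation of at least 40%, so every replicate reaches that level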;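 further: 0% = median of neutral control wells and 100% = median of IBMX positive control wells; some compounds called inactive have numbers as strong as hits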
PglD inh – PglD (C. jejuni) enzyme inhibition; purified PglD enzyme, DTNB colorimetric CoA detection; inhibition, % at 12.5 µM; actives 0.098% (n = 360,000); AID 602405; in the data active means inhibition above about 16%, passing the limit was not always enough; inconclusive means no clear call, values can overlap the other calls; further: strong numbers were not always called active
PGC1a acetyl inh – modulators of PGC1a acetylation; U2OS PGC1a acetylation, AlphaScreen anti-acetyl-lysine; with virally co-expressed GCN5 acetyltransferase; inhibition, % at 15.6 µM; actives 0.17% (n = 350,000); AID 651687;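 active means every replicate shows inhibition of at least 40%; inconclusive means mean inhibition at least 40% but some replicate below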;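 further: 0% = neutral control wells and 100% = positive control wells; some results beyond the cut were filed as inactive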
Cneo AK release – causes C. neoformans cell lysis | adenylate kinase release luminescence, 4 h; normalised: neutral wells 0, clomiphene wells 100 | actives 0.2% (n = 360,000) | lysis activity, % at 15 µM;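 active means mean lysis activity across replicates of at least 80%, whatever share of replicates individually reach that level; inactive means mean lysis activity below 80%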
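Material – Cryptococcus neoformans yeast cells · Quantity – 5 × 10^6 yeast cells/mL · Buffer or medium – YPD medium · Compound – single dose · Timing – 4 h static compound exposure, 37 °C, read 1 h post-reagent · Signal – adenylate kinase release luminescence · Read-out basis – lysis from increased AK signal · Benchmarks – Clomiphene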
C2C12 statin – suppressors of simvastatin-induced myotoxicity in C2C12 myotubes. ATP luminescence, 48 h; scaled: DMSO 0, geranylgeraniol control 100. rescue of ATP level, % at 7.49 µM. actives 0.78% (n = 330,000). AID 602340;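 active means mean ATP rescue above about 67%, or every replicate alone reaching that limit, limit read from the data, passing the limit was not always enough; inconclusive means no clear call, values can overlap the other calls; inactive means mean under the limit and some replicate under it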;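 further: myotubes were challenged with 10 µM simvastatin during compound exposure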
ARNT TACC3 PPI – ARNT/TACC3 interaction disruption; Q9Y6A5; AlphaScreen His-ARNT PAS-B/GST-TACC3 binding, luminescence; TACC3 fragment carries E629A point mutation; inhibition, % at 9.99 µM; actives 0.66% (n = 390,000);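 active means mean inhibition of replicates at least 50% and at least half of replicates each reaching 50%; inconclusive means half or more replicates reach 50% but mean below 50%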;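 further: 0% = complete ARNT plus TACC3 wells and 100% = ARNT alone without TACC3; many hits fall short of the cut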
LGR2 inh – blocks bursicon-induced cAMP signaling via Drosophila LGR2. inhibition, % at 9.99 µM. actives 0.35% (n = 380,000). AID 720647. HEK293 LGR2, CRE-luciferase, bursicon-stimulated, 4 h;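 active means drop in luminescence signal, shown as inhibition above about 50% in the replicate tests, limit read from the data, passing the limit was not always enough; inconclusive means probably only some replicates passing the limit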;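 further: agonist challenge used bursicon conditioned medium at about half maximal strength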
* hit, by the source's call. An unsorted share of the library. Share with any hit: about 2.9%.

COc1ccc(OCCN(C)CC(=O)Nc2c(C)cccc2C)cc1 was read as PAX8 inh HTS -15, INS-1E GSIS act 30, PglD inh 8, PGC1a acetyl inh 7, Cneo AK release 10, C2C12 statin 18, ARNT TACC3 PPI -6 and LGR2 inh -4.
For COn1c(-n2nc(C)cc2C)nc2ccccc2c1=O the results were PglD inh -4, PGC1a acetyl inh 1, Cneo AK release 91*, C2C12 statin 8 and ARNT TACC3 PPI -7.
For Cc1ccc(NC(=O)c2cccs2)cc1 the results were INS-1E GSIS act 8, PglD inh -4, PGC1a acetyl inh -9, Cneo AK release 1, C2C12 statin -6, ARNT TACC3 PPI -13 and LGR2 inh -32.
Cc1nc(-c2cccc(NC(=O)c3ccc(Br)o3)c2)cs1 was read as PAX8 inh HTS -26, INS-1E GSIS act -5, PglD inh 0, PGC1a acetyl inh 5, Cneo AK release -1, ARNT TACC3 PPI 9 and LGR2 inh 15.
For COc1cc(C2/C(=C(\O)c3ccc4c(c3)CC(C)O4)C(=O)C(=O)N2CCCn2ccnc2)cc(OC)c1OC (stereo unspecified) the results were PAX8 inh HTS -2, INS-1E GSIS act 12, PglD inh 1, PGC1a acetyl inh -4, Cneo AK release 3, C2C12 statin 7, ARNT TACC3 PPI 8 and LGR2 inh -3.
For COc1cc(C2C3=C(Nc4ncnn42)c2ccccc2CC3)cc(OC)c1OC (stereo unspecified) the results were PAX8 inh HTS 95*, PglD inh -3, PGC1a acetyl inh -11, Cneo AK release 2, C2C12 statin -49 and ARNT TACC3 PPI -1.
For C[C@@H]1CN([C@H](C)CO)C(=O)c2cc(NS(=O)(=O)c3cn(C)cn3)ccc2O[C@@H]1CN(C)Cc1ccc(C(F)(F)F)cc1 the results were PAX8 inh HTS -9, INS-1E GSIS act -3, PglD inh 3, PGC1a acetyl inh 38, Cneo AK release 1, C2C12 statin 29, ARNT TACC3 PPI 1 and LGR2 inh -6.
For COC(=O)[C@H](Cc1ccccc1)NC(=O)NCc1ccccc1OC the results were INS-1E GSIS act 36, PglD inh 1, PGC1a acetyl inh -4, Cneo AK release -3, C2C12 statin -2, ARNT TACC3 PPI -10 and LGR2 inh 5.
`COc1ccc(N(CC(=O)NCCc2ccc(OC)c(OC)c2)S(=O)(=O)c2c(C)noc2C)cc1` gave PAX8 inh HTS -1, INS-1E GSIS act -11, PglD inh -1, PGC1a acetyl inh -4, Cneo AK release -2, C2C12 statin 9, ARNT TACC3 PPI 2 and LGR2 inh 0.
Screening O=C(Cn1cncn1)N/N=C/c1ccccc1Cl returned PAX8 inh HTS 16, INS-1E GSIS act 23, PglD inh 2, PGC1a acetyl inh 5, Cneo AK release -1, ARNT TACC3 PPI 2 and LGR2 inh 30.
Screening O=C(Nc1ccccc1Cl)c1ccc(COc2ccc3c(c2)CCC3)cc1 returned PAX8 inh HTS -51, INS-1E GSIS act -6, PglD inh 3, PGC1a acetyl inh -2, Cneo AK release 0, ARNT TACC3 PPI 0 and LGR2 inh -92.
For CN(CC(=O)Nc1cccc2ccccc12)C(=O)c1cccc(S(=O)(=O)N(C)C)c1 the results were PAX8 inh HTS 11, INS-1E GSIS act -5, PglD inh -2, PGC1a acetyl inh 9, Cneo AK release 4, C2C12 statin 13, ARNT TACC3 PPI 1 and LGR2 inh -4.
CN(C(=O)COc1ccccc1)c1nnc(C23CC4CC(CC(C4)C2)C3)s1 was read as PAX8 inh HTS -11, PglD inh -3, PGC1a acetyl inh 1, Cneo AK release -1, C2C12 statin -14, ARNT TACC3 PPI -3 and LGR2 inh -3.
COc1ccc(-c2noc(CNC(=O)c3ccoc3C)n2)cc1 was read as PAX8 inh HTS -14, INS-1E GSIS act -5, PglD inh 1, PGC1a acetyl inh 12, Cneo AK release 0, C2C12 statin -7, ARNT TACC3 PPI 4 and LGR2 inh 3.
`O=C1OCCN1C(=O)[C@H]1[C@H](c2ccccc2)C(c2ccc(F)cc2)=NN1c1ccc(Br)cc1` gave PAX8 inh HTS 3, INS-1E GSIS act 10, PglD inh -5, PGC1a acetyl inh 6, Cneo AK release 0, C2C12 statin 2, ARNT TACC3 PPI 0 and LGR2 inh 17.
Screening CCC(C)NC(=O)c1c(N)n(/N=C/c2cccnc2)c2nc3ccccc3nc12 (stereo unspecified) returned PglD inh -7, PGC1a acetyl inh 11, C2C12 statin -36 and ARNT TACC3 PPI 16.
For CCn1c(SCC(=O)c2c(N)n(C3CC3)c(=O)[nH]c2=O)nnc1-c1ccoc1C the results were PAX8 inh HTS 1, INS-1E GSIS act 11, PglD inh 6, PGC1a acetyl inh 5, Cneo AK release -1, C2C12 statin 15, ARNT TACC3 PPI 3 and LGR2 inh 10.
Screening Cc1cccc(Cc2cnc(NC(=O)CN3C(=O)/C(=C/c4ccccc4)SC3=S)s2)c1 returned PglD inh 7, PGC1a acetyl inh 0, Cneo AK release 3 and C2C12 statin 6.
OCC1OC(n2nc3ccccc3n2)C(O)C(O)C1O (stereo unspecified) was read as PglD inh -6, Cneo AK release 1, C2C12 statin 3 and ARNT TACC3 PPI -31.
For O=C1OCCC1Sc1nnc(-c2ccc(O)cc2)o1 (stereo unspecified) the results were PglD inh 6, PGC1a acetyl inh 21, Cneo AK release -1 and C2C12 statin -4.
CCCCOc1ccc(OCCNC(=O)c2ccco2)cc1 was read as PAX8 inh HTS -17, INS-1E GSIS act -15, PglD inh -2, Cneo AK release 4, C2C12 statin -3, ARNT TACC3 PPI 11 and LGR2 inh -9.
O=C(NCc1cnc2ccccn12)C1CCC(=O)N(Cc2ccccc2F)C1 (stereo unspecified) was read as PAX8 inh HTS 0, INS-1E GSIS act 22, PglD inh -2, PGC1a acetyl inh -2, Cneo AK release 4, C2C12 statin 13, ARNT TACC3 PPI -10 and LGR2 inh -15.
`C[C@H](CO)N1C[C@H](C)[C@H](CN(C)Cc2ccccc2)Oc2c(NC(=O)c3cnccn3)cccc2C1=O` gave PAX8 inh HTS -6, INS-1E GSIS act 6, PglD inh 6, PGC1a acetyl inh -1, Cneo AK release -1, C2C12 statin -56 and LGR2 inh -8.
Screening C[C@H]1CN([C@@H](C)CO)C(=O)c2cc(C#CC3CC3)cnc2O[C@@H]1CN(C)S(C)(=O)=O returned INS-1E GSIS act 10, PglD inh 4, PGC1a acetyl inh -6, Cneo AK release 19, C2C12 statin inconclusive, ARNT TACC3 PPI 0 and LGR2 inh -1.

For reference, 2 of the compounds above.
`C[C@H](CO)N1C[C@H](C)[C@H](CN(C)Cc2ccccc2)Oc2c(NC(=O)c3cnccn3)cccc2C1=O` gave PAX8 inh HTS -6, INS-1E GSIS act 6, PglD inh 6, PGC1a acetyl inh -1, Cneo AK release -1, C2C12 statin -56 and LGR2 inh -8.
Screening C[C@H]1CN([C@@H](C)CO)C(=O)c2cc(C#CC3CC3)cnc2O[C@@H]1CN(C)S(C)(=O)=O returned INS-1E GSIS act 10, PglD inh 4, PGC1a acetyl inh -6, Cneo AK release 19, C2C12 statin inconclusive, ARNT TACC3 PPI 0 and LGR2 inh -1.

Carrying on.
`CCC1=C2CC[C@H]3C(=O)N(c4ccccc4)C(=O)[C@H]3[C@H]2[C@@]2(C)C(=NCC3CC3)OC(=O)N2C1=O` gave PAX8 inh HTS -14, INS-1E GSIS act -8, PglD inh -1, PGC1a acetyl inh -6, Cneo AK release 0, C2C12 statin 1, ARNT TACC3 PPI 0 and LGR2 inh -2.
`O=C(/C=C/c1ccc([N+](=O)[O-])s1)N1CCN(c2ccccc2)CC1` gave PAX8 inh HTS -5, INS-1E GSIS act 5, PglD inh 1, PGC1a acetyl inh -10, Cneo AK release 0, C2C12 statin 25, ARNT TACC3 PPI -7 and LGR2 inh 7.
COCC(=O)N1CC[C@@H]2[C@H]1c1cc(-c3cccc(C#N)c3)ccc1N[C@@H]2CO was read as PAX8 inh HTS -13, INS-1E GSIS act 16, PglD inh 0, PGC1a acetyl inh 4, Cneo AK release -3, C2C12 statin -8, ARNT TACC3 PPI -13 and LGR2 inh 4.
For CCN(CC(=O)Nc1ccc(NC(C)=O)cc1)C(=O)Cc1ccc(Cl)c(Cl)c1 the results were PAX8 inh HTS 17, INS-1E GSIS act -5, PglD inh -1, PGC1a acetyl inh -1, Cneo AK release -2, C2C12 statin 52, ARNT TACC3 PPI 4 and LGR2 inh 11.
CCCN(C)C[C@@H]1Oc2cc(-c3ccccc3)ccc2S(=O)(=O)N([C@H](C)CO)C[C@@H]1C was read as INS-1E GSIS act -11, PglD inh 2, PGC1a acetyl inh -20, Cneo AK release 2, C2C12 statin -8, ARNT TACC3 PPI 3 and LGR2 inh 10.
Screening CCNCc1cc(OCC)c(OCC(=O)NCCc2ccccc2)cc1Cl returned INS-1E GSIS act 28, PglD inh -4, PGC1a acetyl inh 3, Cneo AK release -4, C2C12 statin -7, ARNT TACC3 PPI -2 and LGR2 inh -19.
For CCOc1ccc(/C(C)=N/N2C(=O)C(CC(=O)Nc3ccc(OC)cc3[N+](=O)[O-])SC2=Nc2cccc(C)c2C)cc1 (stereo unspecified) the results were PAX8 inh HTS -3, INS-1E GSIS act 0, PglD inh -6, PGC1a acetyl inh -2, Cneo AK release -4, C2C12 statin -93, ARNT TACC3 PPI 1 and LGR2 inh 4.
Screening Cn1c(-c2ccccc2)cc(=O)c2ccccc21 returned INS-1E GSIS act 26, PglD inh 6, PGC1a acetyl inh 6, Cneo AK release 8, C2C12 statin 9, ARNT TACC3 PPI 4 and LGR2 inh -3.
COC(=O)Cn1ncc2c(C)n(Cc3ccccc3)c(C)c2c1=O was read as PAX8 inh HTS -44, INS-1E GSIS act -4, PglD inh 0, PGC1a acetyl inh -5, Cneo AK release 0, C2C12 statin 8, ARNT TACC3 PPI -6 and LGR2 inh -9.
`COC(=O)c1c(-c2ccc(OC)cc2)sc2ccc(N3CCOCC3)cc12` gave PAX8 inh HTS -52, INS-1E GSIS act 19, PglD inh 0, PGC1a acetyl inh -3, Cneo AK release 3, C2C12 statin -44, ARNT TACC3 PPI 2 and LGR2 inh -26.
C/C(=N/NC(=O)CNC(=O)c1ccco1)c1ccco1 was read as PAX8 inh HTS 15, INS-1E GSIS act 8, PglD inh -2, Cneo AK release -2, C2C12 statin 0, ARNT TACC3 PPI 0 and LGR2 inh 5.
`O=[N+]([O-])c1ccccc1N/N=C\c1ccccc1F` gave PAX8 inh HTS -132, INS-1E GSIS act 3, PglD inh -7, PGC1a acetyl inh -7, Cneo AK release -3, C2C12 statin -5, ARNT TACC3 PPI -4 and LGR2 inh -113.
CCCNC(=O)N1CC(=O)N2[C@@H](CO)[C@H](c3ccc(-c4ccc(C)cc4)cc3)[C@@H]2C1 was read as PAX8 inh HTS -1, INS-1E GSIS act 7, PGC1a acetyl inh 6 and LGR2 inh -13.
Screening COc1ccccc1N(Cc1cc(=O)[nH]c2ccccc12)C(=O)c1cccc([N+](=O)[O-])c1 returned PAX8 inh HTS -10, INS-1E GSIS act -16, PglD inh -1, PGC1a acetyl inh -1, Cneo AK release 1, C2C12 statin -15, ARNT TACC3 PPI -8 and LGR2 inh -16.
O=[N+]([O-])c1ccc(S(=O)(=O)NCC2CC3CCC2C3)cc1 (stereo unspecified) was read as PAX8 inh HTS 13, INS-1E GSIS act -30, PglD inh -8, PGC1a acetyl inh -3, Cneo AK release 4, C2C12 statin -3, ARNT TACC3 PPI 2 and LGR2 inh -11.
`O=C(Cc1cccs1)Nc1ccc(F)cc1F` gave PAX8 inh HTS -15, INS-1E GSIS act 7, PglD inh 3, Cneo AK release -1, C2C12 statin 12, ARNT TACC3 PPI -5 and LGR2 inh 4.
